UBC13 polyUb = UBC13 polyubiquitin chain formation inhibitors, primary screen, biochemical, TR-FRET, uHTS; Ubiquitin-conjugating enzyme E2 N (Homo sapiens), P61088; inhibition, % at 20 µM; hit rate 0.47% among 330,000; in the data active means inhibition above about 45%, passing the limit was not always enough
Target sequence (P61088 whole entry, looked up): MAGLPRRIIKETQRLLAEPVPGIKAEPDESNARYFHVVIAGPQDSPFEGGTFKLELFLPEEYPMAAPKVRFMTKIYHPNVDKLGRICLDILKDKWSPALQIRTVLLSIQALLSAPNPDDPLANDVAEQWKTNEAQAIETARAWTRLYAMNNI
697 NFkB inh = inhibitors of PMA/ionomycin-induced NF-kB reporter, 697 cells, primary screen, B-cell NF-kB inhibitor project, cell-based, luminescence, uHTS; inhibition, % at 4 µM; 697 B-cell NF-kB luciferase reporter, 16 h; hit rate 0.33% among 330,000; in the data active means inhibition above about 35%
Gli-Sufu block = Gli-Sufu pathway antagonists, primary screen, luciferase luminescence, Sufu-KO-LIGHT cells, uHTS; hit rate 0.74% among 340,000; Sufu-KO-LIGHT fibroblasts, Gli luciferase reporter luminescence; inhibition, % at 5 µM;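 active means inhibition above about 55%, limit read from the data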;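 further: 0% = DMSO-treated cells and 100% = wells with medium but no cells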
SENP8 block = SENP8 protease inhibitors, primary screen, biochemical, luminescence; Sentrin-specific protease 8 (Homo sapiens), Q96LD8; purified SENP8, Z-RLRGG-aminoluciferin cleavage; inhibition, % at 10 µM; hit rate 1.2% among 330,000; AID 2540, 2010
Target sequence (Q96LD8 whole entry, looked up): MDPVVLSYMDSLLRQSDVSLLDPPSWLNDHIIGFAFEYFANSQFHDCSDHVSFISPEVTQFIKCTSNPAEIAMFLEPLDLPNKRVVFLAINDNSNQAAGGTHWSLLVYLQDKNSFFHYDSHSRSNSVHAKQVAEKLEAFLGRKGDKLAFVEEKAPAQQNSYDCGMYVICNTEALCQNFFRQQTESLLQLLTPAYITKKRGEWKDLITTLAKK
HKDC1 inhibitor = HKDC1 hexokinase inhibitors, primary screen, biochemical, fluorescence, uHTS. recombinant HKDC1, G6PDH/diaphorase resazurin coupled fluorescence. hit rate 0.16% among 340,000. inhibition, % at 20 µM;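 active means inhibition above about 35% when tested at 20 µM, limit read from the data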;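 further: plate controls were DMSO wells with enzyme for no effect and DMSO wells lacking enzyme for full effect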
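test system = in-house recombinant HK5 (HKDC1) enzyme | amount = HKDC1 at 5 µg/mL | control set = DMSO-enzyme wells negative, buffer-substituted wells positive | compound = one dose of 20 µM, 1% DMSO | schedule = reaction time 90 min, room temperature, protected from light | technique = resorufin fluorescence at 613 nm | reagent = glucose with 1 mM ATP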
SENP7 inh = SENP7 protease inhibitors, primary screen, biochemical, luminescence, uHTS; Sentrin-specific protease 7 (Homo sapiens), Q9BQF6; recombinant SENP7, Z-RLRGG-aminoluciferin luminescence, 40 min; inhibition, % at 5 µM; hit rate 1.5% among 330,000; AID 434973, 2010;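 active means inhibition above about 50% at the single test dose, limit read from the data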;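 further: plate controls were DMSO with enzyme for no effect and no enzyme buffer wells for full effect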
Target sequence (Q9BQF6 706-1050 limits assumed): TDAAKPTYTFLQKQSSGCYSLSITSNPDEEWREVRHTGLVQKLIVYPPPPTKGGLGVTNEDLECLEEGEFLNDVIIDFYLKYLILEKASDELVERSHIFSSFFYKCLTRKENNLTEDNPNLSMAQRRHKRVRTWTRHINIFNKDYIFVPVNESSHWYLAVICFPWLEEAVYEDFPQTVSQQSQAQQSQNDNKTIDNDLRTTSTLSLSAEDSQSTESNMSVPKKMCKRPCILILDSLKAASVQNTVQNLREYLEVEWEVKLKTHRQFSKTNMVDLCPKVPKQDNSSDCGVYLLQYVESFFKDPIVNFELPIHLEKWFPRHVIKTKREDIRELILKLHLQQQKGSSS
Jurkat NFkB inh = inhibitors of induced NF-kB luciferase reporter, primary screen, TCR NF-kB activation inhibitor project, cell-based, luminescence, uHTS; Jurkat, PMA/ionomycin-induced NF-kB luciferase reporter; inhibition, % at 4 µM; hit rate 0.53% among 330,000; AID 435003, 2010
Apaf-1 inh = inhibitors of human Apaf-1 apoptosome, primary screen, biochemical, DEVD-Rh110 fluorescence, uHTS; Apoptotic protease-activating factor 1 (Homo sapiens), O14727; reconstituted apoptosome caspase-3 activity; inhibition, % at 20 µM; hit rate 0.71% among 330,000; active means inhibition of at least 40% at 20 µM;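 further: plate controls were DMSO wells for no effect and DEVD-CHO caspase inhibitor wells for full effect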
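Medium: Hepes buffer, pH 7.5 / System: biochemical Apaf-1 apoptosome reconstitution / Measured by: Rh110 fluorescence, excitation 480 nm, emission 540 nm / Times: compound with Apaf-1, dATP, procaspase-3 30 min, then 50 min reaction, room temperature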
* = called active by the depositor; . = not tested or not shown. Unless noted, no stated cut-off is given here; in the data, active means inhibition above about 50%; inactive means the rest. The order is random; 3.6% or so of the library scored in one or more.

Results follow in this order: UBC13 polyUb	697 NFkB inh	Gli-Sufu block	SENP8 block	HKDC1 inhibitor	SENP7 inh	Jurkat NFkB inh	Apaf-1 inh
Cc1nc2ccc(-c3nc4ccc(N)cc4[nH]3)cc2[nH]1
→ 31	-1	7	-8	-5	-8	-7	2
Cn1c(=O)oc2cc(S(=O)(=O)NC3CCCCC3)ccc21
→ 5	8	18	2	1	3	19	-1
Cn1c(-c2cc(Cl)ccc2O)nc2c1c(=O)[nH]c(=O)n2Cc1ccccc1
→ 18	10	9	0	9	-7	16	17
Cc1ccc(S(=O)(=O)NCc2ccccn2)c(C)c1
→ 2	9	.	-1	0	-4	6	4
COc1ccc(NC(=S)NCCc2ccccc2OC)c(OC)c1
→ 6	0	18	5	-6	15	-6	4
COc1ccccc1-n1c(SCC(=O)N2CCOCC2)nc2cccnc21
→ -3	14	-3	-5	-5	-7	-3	1
CCOC(=O)N1CCN(c2c(Nc3ccc4c(c3)OCCO4)c(=O)c2=O)CC1
→ -8	-3	4	6	-1	-9	4	2
O=C1C(=O)N(CCN2CCOCC2)C(c2ccccn2)/C1=C(/O)c1ccc(Cl)cc1 (configuration not stated)
→ -7	-5	-1	7	0	-6	5	-8
CC(=O)Nc1nonc1-c1ccccc1
→ 12	7	4	1	-3	2	-5	-13
N#Cc1ccccc1NC(=O)CSc1nnc(-c2ccccc2O)n1-c1ccccc1
→ -12	-11	-5	-5	-2	-5	2	16
O=C(Nc1nc2ccccc2[nH]1)c1cc2ccccc2o1
→ -14	-228	-75	6	0	43	-196	18
O=C1c2ccccc2NC(c2cccc(O)c2)N1O (configuration not stated)
→ 2	-25	6	-5	-6	-4	-22	1
O=C1NCCc2c1[nH]c1c(Cl)ccc(Cl)c21
→ -2	-24	-3	-7	10	-7	-5	21
CNC(=O)c1c(NC(=O)CCS(=O)(=O)c2ccc(C)cc2)sc2c1CCN(C(=O)OC)C2
→ -2	13	-2	2	-3	-5	24	11
O=C(Nc1ccc2c(c1)OCCO2)c1c(F)c(F)c(F)c(F)c1F
→ 5	5	0	-3	-3	5	0	7
OCCN1CCOCCN(CCO)CCN(CCO)CC1
→ 0	5	0	-10	-4	-5	6	-8
Cc1ccccc1Cn1cc(S(=O)(=O)CC(=O)Nc2nccs2)c2ccccc21
→ 6	-13	10	-8	1	1	33	4
CCc1nnc(NC(=O)CSc2nnc(-c3ccc(S(=O)(=O)N(CC)CC)cc3)n2CC)s1
→ -10	21	6	-3	3	-8	4	-1
Cc1cc(C)n(-c2ccc(C(F)(F)F)cc2[N+](=O)[O-])n1
→ 0	-21	6	13	13	3	-16	2
CC(=O)c1cn(C)c(=O)n(C)c1=O
→ 2	0	-22	-4	-6	4	17	-12

2 compounds drawn at random from the list so far:
Results follow in this order: UBC13 polyUb	697 NFkB inh	Gli-Sufu block	SENP8 block	HKDC1 inhibitor	SENP7 inh	Jurkat NFkB inh	Apaf-1 inh
Cc1cc(C)n(-c2ccc(C(F)(F)F)cc2[N+](=O)[O-])n1
→ 0	-21	6	13	13	3	-16	2
CC(=O)c1cn(C)c(=O)n(C)c1=O
→ 2	0	-22	-4	-6	4	17	-12

(next part)
Results follow in this order: UBC13 polyUb	697 NFkB inh	Gli-Sufu block	SENP8 block	HKDC1 inhibitor	SENP7 inh	Jurkat NFkB inh	Apaf-1 inh
CNC(=O)c1nnn(Cc2ccccc2)c1NC(C)=O
→ 11	31	1	0	-5	1	8	-1
CCOC(=O)CNC(=O)CN1C(=O)CC(c2ccco2)Sc2ccccc21 (configuration not stated)
→ 4	8	-5	2	-4	6	1	-4
N=C1C(c2nc(-c3cccc([N+](=O)[O-])c3)cs2)=C(O)CN1NC(=O)c1ccco1
→ -4	-5	-15	-10	3	-7	-10	-5
O=C(O)CC(CC(=O)Nc1ccc(-n2ccc(C(F)(F)F)n2)cc1)c1ccccc1 (configuration not stated)
→ 3	18	0	5	2	3	2	-14
Cc1cc(C)nc(NC(=O)c2csnn2)c1
→ 7	23	-14	-4	-6	7	2	13
Cc1ccc(C)c(Oc2nnnn2-c2ccccc2)c1
→ 8	-3	-8	-8	5	5	6	11
Cn1c(CC(=O)Nc2ccccc2)cc2ccccc21
→ -1	-56	-9	14	-2	15	-87	2
CC1(C)CC(=O)C=C(NCCCNC2CCCCC2)C1
→ -4	17	2	-3	-5	0	-6	-1
COc1ccc(CCn2c(C)cc(C(=O)CSc3nc(N)cc(=O)[nH]3)c2C)cc1
→ -1	1	44	-11	23	-6	-7	10
Cc1ccc(C(=S)NCS(=O)(=O)c2ccc(C)cc2)cc1
→ 14	18	-4	1	-7	-2	12	-10
COc1c(C)cc(C(=O)C2CCCN(S(=O)(=O)N(C)C)C2)cc1C (configuration not stated)
→ -3	-18	-5	-8	2	-11	-15	8
CC1=C(C#N)C(c2ccccc2O)C(C#N)=C(C)N1
→ 3	12	3	0	-7	11	4	-9
Fc1ccc(CN2CCN3CCCC3C2C2CCCCC2)cc1F (configuration not stated)
→ 11	5	12	-5	-3	-4	0	-2
N#C/C(=C\c1ccc[nH]1)C(=O)N1CCCCC1
→ -7	-6	3	-5	1	2	-35	-1
COc1ccc(C(C)(C)C)cc1NC(=O)Cn1cnnn1
→ -13	3	-2	-5	12	-6	-1	5
CN(CC(=O)Nc1ccccc1Cl)C(=O)Cn1cnc2ccccc2c1=O
→ 1	15	-7	4	-2	2	0	0
COCCCNC(=O)CSc1nc2sc(C(=O)OC)c(C)c2c(=O)n1N
→ -9	14	25	1	-4	3	3	-10
COc1ccccc1C(=O)O[C@H]1[C@H](Cc2ccccc2)NS(=O)(=O)[C@H]2C[C@@H]3C=C[C@]12O3
→ -10	2	-8	0	4	0	-2	4
COc1ccc(Cn2c(O)c(C=Nc3ccc(OC)cc3)c3ccccc3c2=O)cc1
→ -8	7	1	8	14	33	-13	27
Fc1cccc(-n2cc(-c3ccccc3)c3c(=S)nc[nH]c32)c1
→ 56*	-4	-23	0	7	-2	-13	10
COc1ccc(S(=O)(=O)N[C@H](C(=O)O)C(C)C)cc1
→ 3	17	3	-1	-8	-4	-6	5
CCCCC(=O)NC(=S)Nc1ccc(Cl)c(C(=O)O)c1
→ -6	16	1	-3	-8	0	20	3
CCCN1C(=O)c2cc(C(=O)Nc3ccccc3CC)ccc2C1O (configuration not stated)
→ -1	8	2	-1	13	7	5	2
COc1ccc(OC)c(S(=O)(=O)Nc2ccccc2SC)c1
→ 1	1	7	-3	-6	-3	1	0
Cc1[nH]c2ccc(CNS(=O)(=O)c3ccc(S(=O)(=O)N4CCOCC4)cc3)cc2c1C
→ 1	12	6	8	13	2	26	-48
CC(=O)c1sc(N/N=C\c2cccc(Br)c2)nc1C
→ -8	-3	-26	-12	-4	-20	-14	12
CSc1nc2ncc(C#N)cn2n1
→ 1	-12	-3	-10	-11	-7	-13	1
Cc1nnc(SCC(=O)Nc2c(Cl)cccc2Cl)n(N)c1=O
→ -7	-4	-13	4	-8	2	-1	-5
N#CC(C#N)=C/C(C#N)=C(/N)N1CCN(c2ccc(Cl)cc2)CC1
→ 6	-25	30	-8	9	-10	-10	9
CCCNC(=O)C1CC(=O)N(c2ccc(OCc3ccc(Cl)cc3)cc2)C1 (configuration not stated)
→ 2	-30	13	61*	2	88*	-128	1
N#Cc1ccccc1OCC(=O)NC(=O)NCc1ccco1
→ -4	-18	-23	-17	9	-4	-29	-2
COC(=O)c1cc(S(=O)(=O)NCCN2CCOCC2)cn1C
→ 3	17	-1	2	-3	2	10	-14
Cc1ccc(S(=O)(=O)NCCCNS(C)(=O)=O)cc1
→ -3	3	1	1	-3	12	-12	2
Cc1ccc(SCCC(=O)NC2CC2)cc1
→ 2	12	-1	2	-5	2	-1	-2
O=C(NC(=S)Nc1ccc(N2CCOCC2)c(Cl)c1)c1cncc(Br)c1
→ 8	6	-4	3	-6	4	-21	13
C=CCNC(=O)CCC(=O)NNc1nc2ccccc2c2nc(-c3ccccc3)nn12
→ -1	16	4	0	-1	5	7	-2
O=C(Nc1ccccc1Cc1ccccc1)c1ccc2c(c1)SC1=NS(=O)(=O)CCN12
→ -8	6	-12	-12	-19	-3	12	2
COC(=O)c1c(C(=O)OC)c2cccc3cc(-c4ccccc4)c4ccc1c4n32
→ -112	-50	1	23	1	20	17	65*
CN(CC(=O)N1CCN(Cc2ccccc2)CC1)S(=O)(=O)c1ccc(F)cc1
→ -6	-8	-4	-8	-3	19	-9	7
CSc1nc2ccc(NS(=O)(=O)c3ccccc3F)cc2s1
→ 14	10	3	-7	-7	-5	4	-5

Record cards (already shown):
O=C(Nc1ccc2c(c1)OCCO2)c1c(F)c(F)c(F)c(F)c1F is listed with UBC13 polyUb: 5; 697 NFkB inh: 5; Gli-Sufu block: 0; SENP8 block: -3; HKDC1 inhibitor: -3; SENP7 inh: 5; Jurkat NFkB inh: 0; Apaf-1 inh: 7
Fc1cccc(-n2cc(-c3ccccc3)c3c(=S)nc[nH]c32)c1 is listed with UBC13 polyUb: 56*; 697 NFkB inh: -4; Gli-Sufu block: -23; SENP8 block: 0; HKDC1 inhibitor: 7; SENP7 inh: -2; Jurkat NFkB inh: -13; Apaf-1 inh: 10

Next entries
Results follow in this order: UBC13 polyUb	697 NFkB inh	Gli-Sufu block	SENP8 block	HKDC1 inhibitor	SENP7 inh	Jurkat NFkB inh	Apaf-1 inh
Cc1ccc(C)c(C(=O)CSc2nc(C)cc(=O)[nH]2)c1
→ 0	-9	3	2	-5	-7	5	1
CNC(=O)c1ccc(CNC(=O)OCC(F)(F)F)cc1
→ -14	-51	1	0	-5	-6	-31	4
CC(=O)N1CCc2cc(NS(=O)(=O)c3cccs3)ccc21
→ 1	-7	-7	-3	-6	2	9	-1
CCC(C)[C@H](NC(=O)NCc1ccccn1)C(=O)OC (some centres not stated)
→ 12	15	9	-1	-12	3	10	-16
CC1CN(S(=O)(=O)c2ccc(C(=O)N3c4ccccc4CC3C)cc2)CC(C)O1 (configuration not stated)
→ -2	-9	-8	0	-2	2	-5	-1
CC(C)CN(C(=O)COC(=O)CNC(=O)c1ccccc1F)C1CCS(=O)(=O)C1 (configuration not stated)
→ -6	-12	9	4	-10	4	-15	3
CCOC(=O)c1ccc(NC(=O)C2(c3ccc(Cl)cc3)CCCC2)cc1
→ 0	1	-16	2	-2	4	10	9
O=C(CCNC(=O)c1ccco1)Nc1ccc(OC(F)(F)F)cc1
→ -5	8	-22	0	-2	10	-16	3
Cc1ccccc1-n1c(SCC(=O)N(C)C2CCS(=O)(=O)C2)nc2ccccc2c1=O (configuration not stated)
→ 12	6	6	3	-4	7	9	-36
CC(=O)C(C(C)=O)c1cc(NS(=O)(=O)c2ccccc2)ccc1NS(=O)(=O)c1ccccc1
→ 6	24	-10	7	-2	-1	11	5
CCCCCC(=O)NNC1=NCC(Cc2cccc(Cl)c2)S1 (configuration not stated)
→ -7	9	12	-6	-8	-17	-1	10
Cc1ccc(CNC(=O)CCS(=O)(=O)c2ccc(Cl)cc2)cc1
→ -8	-9	-5	-12	-9	-9	-4	8
O=C(Nc1cc(S(=O)(=O)N2CCOCC2)ccc1N1CCCC1)c1cnccn1
→ 4	9	-20	-6	-3	-4	1	-4
CCOC(=O)C1(Cc2cccc(Cl)c2)CCCN(C(=O)CCNC(C)=O)C1 (configuration not stated)
→ -4	-17	25	-3	5	15	3	-12
N#CC1(NC(=O)COC(=O)C2=COCCO2)CCCCC1
→ 3	14	-5	-2	-1	4	2	-4
COc1ccc(C(=O)Nc2oc(-c3ccccc3)c(-c3ccccc3)c2C#N)cc1OC
→ 7	28	2	2	-3	-2	8	-4
CCOC(=O)c1c(NC(=O)Cn2cnc3sc(C)c(-c4ccccc4)c3c2=O)sc(C)c1C
→ -9	21	2	5	-3	1	8	5
CCC(=O)Nc1ccc(NC(=O)c2ccc3ccccc3c2)cc1
→ -2	10	15	5	-10	5	-31	1
